S3 lipid droplet – qHTS Assay for Lipid Storage Modulators in Drosophila S3 Cells | Drosophila S3 cells, BODIPY lipid droplet fluorescence, 18-24 h; cells fed with added oleic acid | AID 2685, 2010 | 0.64% of 320,000 active | lipid storage change, negative = inhibition, % at the top dose, mostly 46.1 µM; hits show Potency in µM; active = well fitted inhibition curve with a large enough effect in the signal ratio, with a control signal flat, not every such curve was filed as active; inconclusive = small, poorly fitted or top-dose-only effect, or effect the other way, or a change in a side signal; the % refers to the signal ratio
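Drosophila S3 cells got compounds at several concentrations plus oleic acid (400 uM solution). Laser-scanning cytometry with 488 nm excitation read lipid droplets at 500-530 nm and cells at 575-640 nm. Percent activity was relative to 20 uM Triacsin C.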
S3 lipid droplet cell count max – second read-out of S3 lipid droplet, no call of its own (marks repeat the call); cell number change, %; measured here: cell count max response;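 cells counted by Cell Tracker Red CMTPX staining in the red channel; peak over a dose series mostly up to 46.1 µM; percent activity relative to internal control wells on each plate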
Starred values were filed as active, the others as inactive; i = inactive; ? = inconclusive; . = not tested or not shown; [ ] = another dose, or the depositor's remark. % is scaled to controls: 0 for no effect and ±100 for the full control effect; potency is read from the fitted curve at half-maximal effect.

S3 lipid droplet	S3 lipid droplet cell count max	Structure
4%	3	O=C(NCc1ccc(OC(F)(F)F)cc1)C1CC(c2cccc(F)c2)=NO1 (stereo not given)
8%	26	Cc1ccc(NC(=O)C2CCCN2C(=O)OCc2ccccc2)c(C)c1 (stereo not given)
i	20	CCc1nnc(NC(=O)CSc2nnc(CNC(=O)c3ccccc3F)n2C)s1
10%	13	O=C(Oc1cccc(/C=N/Nc2nc(Nc3ccccc3)nc(N3CCOCC3)n2)c1)c1ccco1
?	.	Cc1onc(-c2c(Cl)cccc2Cl)c1C(=O)NCc1cccs1
?	.	O=C(c1cccc(C(F)(F)F)c1)N1CCCCCC1
?	.	c1ccc(OCCSc2nnnn2-c2ccccc2)cc1
?	.	OCc1cn(-c2ccccc2)nc1-c1ccc(-c2nn(-c3ccccc3)cc2CO)cc1
-3%	-2	O=C(c1[nH]ncc1-c1cccc(Br)c1)C1CO1 (stereo not given)
i	0	COc1ccc(C2CC(c3c(-c4ccccc4)c4cc(Cl)ccc4[nH]c3=O)=NN2S(C)(=O)=O)cc1 (stereo not given)
?	.	COC(=O)c1[nH]c2cccc(OC)c2c1NC(=O)CN(C)CC1OCCO1
?	.	O=C1N(CN2CCN(c3cccc(Cl)c3)CC2)c2ccccc2C12OCCCO2
?	.	CCSc1ccc2nnc(-c3cccc(F)c3)n2n1
i	.	Cc1ccc2nc(NCCCN3CCOCC3)c(C=NCCCN3CCOCC3)c(=O)n2c1
6%	18	O=C(Cc1ccccc1)NNC1CC(=O)N(c2ccc(Cl)cc2)C1=O (stereo not given)
?	.	COCCNC(=O)C1CC(c2ccccc2C(F)(F)F)=NO1 (stereo not given)
6%	9	COc1ccc(OCC(=O)NCCCN2CCOCC2)cc1
?	.	CC(=O)N1c2ccc(S(=O)(=O)N3CCCC(C(=O)Nc4cccc(F)c4)C3)cc2CC1C (stereo not given)
-11%	8	O=C(NCCc1c[nH]c2ccccc12)C(F)(F)C(F)F
?	.	O=C(O)Cc1ccc(NC(=S)Nc2ccc(Br)cc2Cl)cc1
-3%	16	O=C1N/C(=N/O)S/C1=C/c1cccnc1
-5%	2	O=c1cc(N2CCOCC2)[nH]c(=O)n1C1CCCCC1
5%	1	Cc1oc(-c2cc(F)cc(F)c2)nc1CN1CCSCC1
19%	-16	O=C(CC1CCCC1)Nc1nc2ccccc2[nH]1
?	.	CC(C)Cn1cnc2c(N)nc3ccccc3c21
11%	6	CCOC(=O)c1c(C)sc2c1N(C(C)=O)c1cc(Cl)ccc1S2
?	.	COC(=O)N/N=C/c1cn(Cc2ccccc2F)c2ccccc12
?	.	CSc1ccccc1NC(=S)Nc1ccccc1C(F)(F)F
-13%	9	COc1ccc(C=O)cc1Cn1ccnc1
?	.	COC(=O)C1C2C=CC3(CN(C(C)C)C(=O)C13)O2 (stereo not given)
?	.	Cc1cccc(C(=O)NCCCNC(=O)c2ccco2)c1
13%	2	CC(C)c1ccc(S(=O)(=O)N2CCN(C(=O)C3CCN(C(=O)c4ccc(F)cc4)CC3)CC2)cc1
i	-16	CSCCC(NC(=O)c1ccco1)c1nc2ccccc2[nH]1 (stereo not given)
1%	12	CCc1ccc(NC(=S)N(CCN(C)C)C(C)c2ccncc2)cc1 (stereo not given)
-3%	.	COc1ccc(NC(=O)CCS(=O)(=O)c2ccc3c(c2)CCCN3C(C)=O)cc1
i	-20	O=C(Nc1ccc(Cl)c(C(=O)N2CCOCC2)c1)c1ccccc1
?	.	Cc1ccccc1C(=O)N=c1sccn1C
?	.	Cc1occc1C(=O)Nc1sccc1C(N)=O
16%	.	COC(=O)c1cc2ccsc2n1Cc1ccccc1F
?	.	Cn1c(CCCOc2ccc(Cl)cc2Cl)nnc1SCC(=O)Nc1nccs1
i	-2	COc1ccc(NC(=O)CN(C)CC(=O)Nc2cccc(S(=O)(=O)N(C)c3ccccc3)c2)cc1
9%	13	Cc1ccc(SCCCCN2C(=O)NC(C)(C)C2=O)cc1
-14%	-17	CCC(C)(C(=O)NC1CCCC1)N(C(=O)CNC(C)=O)c1ccccc1 (stereo not given)
23%	2	CC(=O)N1CC=CC1(CC(C)C)C(=O)NCCc1c[nH]c2ccccc12 (stereo not given)
?	.	CCCn1c(/C=C/c2cc[n+](C)cc2)nc2ccccc21
21µM*	6.2*	CC(=O)Nc1ccc(/C=C(\C#N)C(=O)NC2CCCCC2)cc1
4%	16	COc1cc(C=O)ccc1Oc1nnnn1-c1ccccc1
?	.	Cn1c2ccccc2c(=O)c2c(=O)n(-c3ccc(F)cc3)c(-c3cccs3)nc21
-6%	2	CC(NC(=O)COC(=O)CCc1nc(=O)c2ccccc2n1C)c1ccccc1 (stereo not given)
-1%	-12	Nc1ncnc(N(c2ccccc2)C2CCCCC2)c1[N+](=O)[O-]
?	.	COc1ccc(Nc2sc(C(=O)c3ccc(Cl)cc3)c(N)c2C(=O)Nc2ccccc2OC)cc1
i	-15	CCc1nnc(NC(=O)[C@@H](NC(=O)c2cccc(S(=O)(=O)N(CC)CC)c2)C(C)C)s1
?	.	O=[N+]([O-])c1ccc(CSc2ccc(-c3ccccn3)nn2)cc1
10%	21	CCn1cc(C(=O)O)c(=O)c2cc(S(=O)(=O)N(C)C)ccc21
i	.	Cc1ccc(-c2nn3cnnc3c3ccccc23)cc1C
?	.	CC1(c2cccc(Br)c2)NC(=O)N(CC(=O)N2CCN(C(=O)c3ccco3)CC2)C1=O (stereo not given)
?	.	CC1CCCCC12NC(=O)N(CC(=O)N1CCN(C(=O)c3ccco3)CC1)C2=O (stereo not given)
?	.	Cc1ccc(Nc2ncccc2C(=O)NCc2cccs2)c(C)c1
-10%	22	COc1ccc(NC(=O)CN(C)S(=O)(=O)c2ccc(C)cc2)c([N+](=O)[O-])c1
?	.	COc1ccc(OC)c(-n2c(N)c(C(=O)NCC3CCCO3)c3nc4ccccc4nc32)c1 (stereo not given)

For convenience, part of the list above:
S3 lipid droplet	S3 lipid droplet cell count max	Structure
21µM*	6.2*	CC(=O)Nc1ccc(/C=C(\C#N)C(=O)NC2CCCCC2)cc1
4%	16	COc1cc(C=O)ccc1Oc1nnnn1-c1ccccc1
?	.	Cn1c2ccccc2c(=O)c2c(=O)n(-c3ccc(F)cc3)c(-c3cccs3)nc21
-6%	2	CC(NC(=O)COC(=O)CCc1nc(=O)c2ccccc2n1C)c1ccccc1 (stereo not given)
-1%	-12	Nc1ncnc(N(c2ccccc2)C2CCCCC2)c1[N+](=O)[O-]
?	.	COc1ccc(Nc2sc(C(=O)c3ccc(Cl)cc3)c(N)c2C(=O)Nc2ccccc2OC)cc1
i	-15	CCc1nnc(NC(=O)[C@@H](NC(=O)c2cccc(S(=O)(=O)N(CC)CC)c2)C(C)C)s1
?	.	O=[N+]([O-])c1ccc(CSc2ccc(-c3ccccn3)nn2)cc1
10%	21	CCn1cc(C(=O)O)c(=O)c2cc(S(=O)(=O)N(C)C)ccc21
i	.	Cc1ccc(-c2nn3cnnc3c3ccccc23)cc1C
?	.	CC1(c2cccc(Br)c2)NC(=O)N(CC(=O)N2CCN(C(=O)c3ccco3)CC2)C1=O (stereo not given)
?	.	CC1CCCCC12NC(=O)N(CC(=O)N1CCN(C(=O)c3ccco3)CC1)C2=O (stereo not given)
?	.	Cc1ccc(Nc2ncccc2C(=O)NCc2cccs2)c(C)c1
-10%	22	COc1ccc(NC(=O)CN(C)S(=O)(=O)c2ccc(C)cc2)c([N+](=O)[O-])c1
?	.	COc1ccc(OC)c(-n2c(N)c(C(=O)NCC3CCCO3)c3nc4ccccc4nc32)c1 (stereo not given)

Remaining list, next part.
S3 lipid droplet	S3 lipid droplet cell count max	Structure
?	.	O=C(COC(=O)c1ccc(F)cc1)NC1CC1
?	.	C1CCC(n2nnnc2CN2CCCC2)CC1
?	.	C=CCNCC(=O)Nc1sc2c(c1C(=O)Nc1ccc(OC)cc1OC)CCC2
-11%	-10	CCOc1ccc(CC(=O)Nc2ccc(NC(=O)c3ccco3)cc2)cc1OCC
14%	4	CC(C)(C)C(=O)Nc1ccc(-c2cnco2)cc1
16%	-18	Cc1ccc(C(=O)NCCNS(C)(=O)=O)cc1
?	.	CN(C)c1ccc(C(=O)Nc2nnc(-c3ccc(Cl)cc3)o2)cc1
?	.	CCOc1ncccc1C(=O)OCC(=O)c1cc(OC)ccc1OC
?	.	Cc1cc(=S)nc(-c2ccccn2)[nH]1
?	.	Cc1cc(OCCn2ccnc2)cc(C)c1Cl
-5%	.	Cc1ccc(C(=O)NN2C(=O)c3ccc(S(=O)(=O)c4ccc(C(=O)O)cc4)cc3C2=O)cc1
?	.	Cc1cc(C)c(C#N)c(SCC(=O)C(C)(C)C)n1
?	.	Cc1ccc(NC(=O)CSCC(=O)Nc2sccc2C#N)cc1
?	.	COCCSc1ccccc1C(=O)N1CCN(c2ccccc2OC)CC1
?	.	COc1cccc(NC(=O)CN2CCC(C)CC2)c1
-19%	20	CCC(C)(C)C1CCc2[nH]nc(C(=O)NC3CCCCC3)c2C1 (stereo not given)
?	.	COc1ccc(CNC(=O)COC(=O)CN2C(=O)C(C)Oc3ccc(C)cc32)cc1 (stereo not given)
5%	9	Cc1ccc(OCC(=O)NC(=S)Nc2ccc3c4c(cccc24)CC3)cc1
i	.	O=C(OC1CCOC1=O)c1ccc(NS(=O)(=O)c2cccs2)cc1 (stereo not given)
18%	.	O=C(CSc1nc2c(c(=O)n1-c1ccccc1)SCC2)NCC1CCCO1 (stereo not given)
?	.	CC(=O)N1CCN(c2cc(N3CCc4ccccc4C3)c(F)cc2[N+](=O)[O-])CC1
12%	-19	CCCCn1ccnc1C(=O)c1cccc(S(=O)(=O)N2c3ccccc3CC2C)c1 (stereo not given)
-38%	-26	CCOC(=O)c1sc(C)c2c1NC(c1ccc(N(C)C)cc1)NC2=O (stereo not given)
?	.	O=C(Cn1cc([N+](=O)[O-])nc1[N+](=O)[O-])N1CCN(c2ccccc2)CC1
?	.	O=C(NC(NC(=S)Nc1c(Cl)cccc1Cl)C(Cl)(Cl)Cl)OCc1ccccc1 (stereo not given)
?	.	COc1ccc(OC)c(NC(=O)CCCCCn2nnc3ccccc3c2=O)c1
?	.	CCOC(=O)c1[nH]c2ccc(OCC)cc2c1NC(=O)CN1CCN(c2ccccc2)CC1
6%	10	CC(C)(O)[C@H]1Cc2cc3ccc(=O)oc3cc2O1
?	.	COc1ccc(N2C(=NC(=O)C3CC3)SC3CS(=O)(=O)CC32)cc1Cl (stereo not given)
4%	7	CCOC(=O)N1CCN(c2c(NC3CCN(Cc4ccccc4)CC3)c(=O)c2=O)CC1
?	.	COC(=O)c1c(O)ccc(Oc2ccccc2)c1C(=O)OC
2%	23	COCCNC(=O)Cn1cc(S(=O)(=O)N2CCN(c3ccccc3F)CC2)c2ccccc2c1=O
?	.	Cc1noc(/C=C/N(C)C)c1S(=O)(=O)N1CCCC(C(=O)NC2CCCCC2C)C1 (stereo not given)
?	.	Cc1nc2ccccc2c(=O)n1/N=C1\C(=O)N(C)c2ccccc21
i	-10	O=C1CC2(CCN(C(=O)c3c(F)cccc3Cl)CC2)Oc2ccccc21
?	.	COc1cccc(N2CCN(C3CC(=O)N(c4ccc(C)c(Cl)c4)C3=O)CC2)c1 (stereo not given)
15%	1	Cc1ccc(N(C(=O)Cn2nnc3ccccc32)C(C(=O)NCc2ccccc2)c2ccccn2)cc1 (stereo not given)
-15%	-8	CC(NC(=O)CC(c1ccccc1)c1cc(Cl)ccc1O)c1ccccc1 (stereo not given)
8%	-2	O=C(Cc1cccs1)N/N=C/C=C/c1ccccc1
?	.	O=C1N(c2ccc(Cl)c(Cl)c2)CN(Cc2ccccc2)CN1n1cnnc1
?	.	Cc1ccc(C2CC(=O)Nc3sc(C(N)=O)c(N)c32)cc1 (stereo not given)
?	.	CCCCN(CC)S(=O)(=O)c1ccc(C(=O)N=c2sc3cc(NC(C)=O)ccc3n2C)cc1
14%	-20	CCc1ccc(NC(=O)Cn2nc(C(F)(F)F)c3c2CCC3)cc1
16%[9.22 µM]	6	CCOC(=O)c1c(C)c(C(=O)NCc2ccco2)c(C)n1C
5%	-6	Cc1ccc(NC(=O)/C=C/C(=O)O)c([N+](=O)[O-])c1
?	.	O=C(NCCc1c[nH]c2ccccc12)C1CCN(S(=O)(=O)c2ccccc2F)CC1
7%	.	CCCCN(C)CCCNC(=O)c1cc(-c2cccs2)nc2ccccc12
?	.	COc1ccc(NS(=O)(=O)c2ccc(NC(=S)NC(=O)CC(C)C)cc2)cc1
8%	.	Cc1sc(NC(=O)c2ccc(OCC(C)C)cc2)c(C(N)=O)c1-c1ccc(Cl)cc1Cl
?	.	CCc1ccc(C2c3[nH]c4ccccc4c3CCN2C(=O)c2cc[n+]([O-])cc2)cc1 (stereo not given)
4%	7	CCOC(=O)C(=O)Nc1nnc(C2CCCCC2)s1
?	.	COc1ccc(C(=O)CSc2nnc(-c3cnccn3)n2Cc2ccco2)cc1
?	.	O=C(COc1ccc(Cl)cc1)Nc1ccc2c(c1)nc1n2CCOC1
?	.	Cc1ccc(NC(=O)CCNS(=O)(=O)c2ccc(OC(F)(F)F)cc2)c(O)c1
-18%	.	N#CC1=C(N)SC(N)=C(C#N)C1C1C=CCCC1 (stereo not given)
-5%	6	Cc1ccc(COC(=O)CCCN=C2NS(=O)(=O)c3ccccc32)cc1
?	.	COc1ccc(N2CCN(S(=O)(=O)c3cccc4nsnc34)CC2)cc1
2%	9	CC(=O)N=c1n(C)c2ccccc2n1CCOc1ccccc1

The list is partial; count on the stated rates, not on these rows.
